# Growth percent in the NCI-60 one-dose screen (48 h, 10 µM unless noted): 100 = growth as untreated, 0 = no growth, -100 = all killed.
# MDA-MB-435: MDA-MB-435 melanoma. AID 1794794. actives 7.8% (n = 82,000)
# MOLT-4: MOLT-4 leukemia cells; actives 6.9% (n = 80,000); AID 1794779
# MCF7: MCF7 breast cancer. actives 6.3% (n = 82,000). AID 1794796
# SR: SR leukemia cells | actives 8.7% (n = 73,000) | AID 1794780
# MDA-MB-231: MDA-MB-231 breast cancer. actives 5% (n = 81,000)
# RPMI-8226: RPMI-8226 leukemia cells; actives 7.5% (n = 77,000)
# K-562: K-562 leukemia. actives 7.4% (n = 78,000). AID 1794777
# MDA-MB-468: MDA-MB-468 breast cancer; AID 2202374; actives 8.5% (n = 78,000)
# * marks the source's active call; other numbers are inactive results; x = no result given; & = joins results of further samples; [ ] = dose if it differs, or a comment. Rule for the calls: active = growth percent below 10; inactive = the rest. The list is partial; rates above refer to the full screens.
SMILES,MDA-MB-435,MOLT-4,MCF7,SR,MDA-MB-231,RPMI-8226,K-562,MDA-MB-468
CC1=C(O)[C@@](C)(CCCCC[C@H](C)CCCCc2ccc(O)cc2)OOC1=O,83,86,99,50,85,85,94,113
O=C(CC1(O)C(=O)Nc2ccccc21)c1ccc(C(=O)NCC2CCC3(CC2)OOC2(CCCCC2)OO3)cc1 (stereo not drawn),82,58,63,11,67,48,40,54
COC(=O)[C@@H](Cc1cc2ccccc2[nH]1)NC(=O)C(=O)c1cn(Cc2cn(Cc3ccccc3)nn2)c2ccccc12,106,87,96,102,101,103,102,109
O=C(O)c1cc(Cc2ccc(O)c(C(=O)O)c2)ccc1O (tested in a mixture with another compound),73,54,46,80,67,-5.5*,68,-47*
NC(=O)[C@H](Cc1ccccc1)NC(=O)c1nn(CCCCCF)c2ccccc12,104,101,96,104,98,99,101,100
Cc1ccc(C(=O)C2C(c3ccccc3)N2Cc2ccccc2)cc1 (stereo not drawn),90,91,95,101,86,74,85,100
NC(=O)NC(=O)CBr,109,95,108,89,107,102,95,117
CC(=O)OC1CC2(O)C(CCC3(C)C(c4ccc(=O)oc4)CCC32O)C2(C)CCC(OC3OC(CO)C(O)C(O)C3O)C=C12 (stereo not drawn),-90*,-20*,-23*,-15*,-20*,-23*,-30*,-35*
O=c1[nH]c(=O)[nH]c(=O)[nH]1,114,81,97,104,122,60,65,146
OC(c1ccccc1)(c1ccccc1)c1ccncc1,87,99,97,104,98,98,105,96
CCCCNC(=O)CCl,90,94,90,80,x,96,122,93
Cc1[nH]c2ccccc2c1C=C(C#N)C#N,123,89,92,85,147,95,94,121
CCOC(=O)c1ccc2c(c1N1CCN(C)CC1)N(O)ON2,109,98,103,101,x,118,102,x
CCCN(CCC)C(=O)CCl,93,96,92,77,x,104,105,89
COc1ccc(/C=C\c2cc(OC)c(OC)c(OC)c2)cc1NC(=O)/C=C/c1cc(OC)c(OC)c(OC)c1,-53*,48,25,x,64,64,x,16
CC[C@@H](C)C(=O)O[C@H]1[C@H](O)[C@H]2[C@@H](CN3C[C@@H](C)CC[C@H]3[C@@]2(C)O)[C@@H]2CC34O[C@]5(O)[C@@H](OC(=O)[C@@](C)(O)CC)CC[C@@]3(C)[C@@H]5[C@@H](OC(C)=O)[C@@H](OC(C)=O)[C@H]4[C@@]21O,103,109,97,105,103,x,110,117
COc1ccc(CO)cc1O,101,98,104,109,x,101,103,103
C/C=C1\CN2CCC1CC2C(O)c1ccnc2ccc(O)cc12 (stereo not drawn),97,96,98,90,111,96,98,106
CN[C@@]1(c2ccccc2Cl)CCCC[C@@H]1NCC1CC1,100,108,98,96,103,106,108,105
CC1CNCCN1c1ccccc1 (stereo not drawn),99,93,93,96,99,102,99,82
O=C(/C=C/c1ccccc1)N[C@@H](CO)Cc1cnc[nH]1,113,94,99,94,99,98,107,102
O=C(CCF)c1ccc(O)cc1,104,100,101,96,113,97,99,108
CCC1CN1P(=S)(N1CC1CC)N1CC1CC (stereo not drawn),120,122,97,109,103,113,160,110
O=C(C(=O)N1CCCC1)c1cn(CCCCCn2cc(C(=O)C(=O)N3CCCC3)c3ccccc32)c2ccccc12,88,x,87,68,77,66,69,91
O=C1NC(=O)C(=Cc2csc3ccccc23)C(=O)N1,96,99,95,95,100,88,113,109
NCC(O)CSP(=O)(O)O (stereo not drawn),96,90,96,93,106,93,110,115
CC1(C)N=C(N)N=C(N)N1c1ccc(CC(=O)Nc2cccc(S(=O)(=O)F)c2)cc1,101,105,96,97,106,90,47,52
O=[N+]([O-])c1ccc(OCCCOc2ccc(S(=O)(=O)F)cc2)c(Cl)c1,101,91,99,93,65,82,99,99
OC(c1ccccc1)C(c1ccccc1)N1CCCCC1 (stereo not drawn),105,100,101,x,96,104,97,99
CN[C@]1(c2ccccc2Cl)CCCC[C@@H]1NCCCN1CCCC1,104,99,91,99,79,96,87,88
c1ccc2c(CNC3CCCCC3)c[nH]c2c1,104,107,92,x,93,106,113,114
C[C@]12CCC(=O)C[C@H]1CC[C@@H]1[C@@H]2C(=O)C[C@@]2(C)[C@H]1CC[C@]2(C)O,110,101,98,99,112,103,104,109
O=C([O][Hg][CH2]C1COCC([CH2][Hg][O]C(=O)c2ccccc2)O1)c1ccccc1 (stereo not drawn),90,-2.5*,21,47,105,72,4.7*,23
C/C(CCl)=N\NC1=NC2(CCCCC2)P(=O)(NNc2ncccn2)S1 (stereo not drawn),109,96,99,101,99,94,103,x
CN1C(=O)N(C)C(=O)C(NS(=O)(=O)c2ccc(N)cc2)(c2ccccc2)C1=O,111,100,100,101,105,101,100,116
Cc1cc(Cl)ccc1OCC(=O)O,110,104,91,91,103,96,107,89
O=C(c1cccs1)C1NO[N+]([O-])=C1c1cccs1 (stereo not drawn),73,39,82,22,86,14,37,-48*
n1nc(-c2nonc2-c2nn[nH]n2)n[nH]1,98,110,101,93,105,97,106,101
OCCN1CCN(c2ccc(Cl)cc2)CC1,107,108,111,x,104,110,109,x
O=C(O)C1C2c3ccccc3C(c3ccccc32)C1C(=O)O (stereo not drawn),86,99,94,91,106,100,98,104

# For reference, 19 of the compounds above:
SMILES,MDA-MB-435,MOLT-4,MCF7,SR,MDA-MB-231,RPMI-8226,K-562,MDA-MB-468
CN[C@@]1(c2ccccc2Cl)CCCC[C@@H]1NCC1CC1,100,108,98,96,103,106,108,105
CC1CNCCN1c1ccccc1 (stereo not drawn),99,93,93,96,99,102,99,82
O=C(/C=C/c1ccccc1)N[C@@H](CO)Cc1cnc[nH]1,113,94,99,94,99,98,107,102
O=C(CCF)c1ccc(O)cc1,104,100,101,96,113,97,99,108
CCC1CN1P(=S)(N1CC1CC)N1CC1CC (stereo not drawn),120,122,97,109,103,113,160,110
O=C(C(=O)N1CCCC1)c1cn(CCCCCn2cc(C(=O)C(=O)N3CCCC3)c3ccccc32)c2ccccc12,88,x,87,68,77,66,69,91
O=C1NC(=O)C(=Cc2csc3ccccc23)C(=O)N1,96,99,95,95,100,88,113,109
NCC(O)CSP(=O)(O)O (stereo not drawn),96,90,96,93,106,93,110,115
CC1(C)N=C(N)N=C(N)N1c1ccc(CC(=O)Nc2cccc(S(=O)(=O)F)c2)cc1,101,105,96,97,106,90,47,52
O=[N+]([O-])c1ccc(OCCCOc2ccc(S(=O)(=O)F)cc2)c(Cl)c1,101,91,99,93,65,82,99,99
OC(c1ccccc1)C(c1ccccc1)N1CCCCC1 (stereo not drawn),105,100,101,x,96,104,97,99
CN[C@]1(c2ccccc2Cl)CCCC[C@@H]1NCCCN1CCCC1,104,99,91,99,79,96,87,88
c1ccc2c(CNC3CCCCC3)c[nH]c2c1,104,107,92,x,93,106,113,114
C[C@]12CCC(=O)C[C@H]1CC[C@@H]1[C@@H]2C(=O)C[C@@]2(C)[C@H]1CC[C@]2(C)O,110,101,98,99,112,103,104,109
O=C([O][Hg][CH2]C1COCC([CH2][Hg][O]C(=O)c2ccccc2)O1)c1ccccc1 (stereo not drawn),90,-2.5*,21,47,105,72,4.7*,23
C/C(CCl)=N\NC1=NC2(CCCCC2)P(=O)(NNc2ncccn2)S1 (stereo not drawn),109,96,99,101,99,94,103,x
CN1C(=O)N(C)C(=O)C(NS(=O)(=O)c2ccc(N)cc2)(c2ccccc2)C1=O,111,100,100,101,105,101,100,116
Cc1cc(Cl)ccc1OCC(=O)O,110,104,91,91,103,96,107,89
O=C(c1cccs1)C1NO[N+]([O-])=C1c1cccs1 (stereo not drawn),73,39,82,22,86,14,37,-48*

# Continued.
SMILES,MDA-MB-435,MOLT-4,MCF7,SR,MDA-MB-231,RPMI-8226,K-562,MDA-MB-468
O=[N+]([O-])c1cccc2c1Oc1ccccc1O2,94,84,86,81,112,107,82,x
O=c1[nH]oc2c1CCNC2,110,96,103,87,128,109,x,114
O=C1NC(=O)C(=Cc2cn(C(=O)c3ccc(Cl)cc3)c3ccccc23)C(=O)N1,119,69,76,69,99,162,91,x
COC(=O)C12CCc3cc(OC)ccc3C1=CC(=O)C2 (stereo not drawn),122,83,105,95,112,104,89,110
CC(=O)OC1=NC(C)c2c1cc(OC(C)=O)[nH]c2=O (stereo not drawn),116,73,105,x,135,96,96,83
C[C@@]12CC=C3c4nc(Nc5cccc(O)c5)sc4CC[C@]3(C)[C@H]1CC[C@]1(C)C(=O)CC[C@@H]21,43,5.5*,-26*,3.6*,40,-14*,4.8*,32
CCCNC(=O)CCl,111,95,99,96,112,113,95,99
C[C@]12CCc3sc(-c4ccc(Br)cc4)nc3C1=CC[C@@H]1[C@@H]2CC[C@]2(C)C(=O)CC[C@@H]12,102,88,91,98,104,94,83,97
COC(=O)CN1CC1,114&104,108&102,98&100,91&100,103&97,100&76,73&100,107&97
N#Cc1nc(-c2cc3ccccc3oc2=O)oc1N1C[C@@H]2C[C@H](C1)c1cccc(=O)n1C2,103,105,94,98,101,102,112,101
CCCCOc1ccc(C(N)Cc2ccccc2)cc1 (stereo not drawn),43,85,82,x,75,80,54,76
COc1ccc(/C=C/C(=O)c2nc3ccccc3n2Cc2ccc(Br)cc2)cc1,61,21,10.0*,26,x,23,21,17
Cc1ccc(N=CN(C)C=Nc2ccc(C)cc2C)c(C)c1,106,100,106,95,98,95,96,98
NC(=O)SCC(=O)Nc1ccc([As](=O)(O)O)cc1,98,86,75,100,91,84,75,87
CN1C(=O)NC(=O)C2(CCCC2)C1=O,106,114,112,118,112,x,104,106
O=S(=O)(F)c1ccc(I)cc1,127,96,101,106,115,100,123,100
CCNC1CCCCC1,105,106,98,103,90,109,108,89
C[C@]12CCc3sc(Nc4ccc(F)cc4)nc3C1=CC[C@@H]1[C@@H]2CC[C@]2(C)C(=O)CC[C@@H]12,57,16,20,20,84,2.2*,5.9*,41
CC1=C(CN(O)C(N)=O)C2=C(C)C3(CC3)[C@](C)(O)C(=O)C2=C1,-43*,76,3.8*,-4.7*,12,-23*,0.2*,-66*
O=C(c1ccccc1)C(F)(F)Cl,101,106,96,106,109,105,115,91
CC1(CF)NC(=O)NC1=O (stereo not drawn),107,98,93,115,99,108,107,113
O=C1CC(c2cc(=O)oc3ccc(Cl)cc23)c2c(c3ccccc3oc2=O)O1 (stereo not drawn),108,99,92,94,99,99,99,105
Cc1cc(N(CCCl)CCCl)ccc1/C=N/Nc1nnc(C)n1N,110,56,65,x,98,92,100,34
CCCC[N+](CCCC)(CCCC)CCCC,120,98,103,95,103,75,102,103
[Cl][Hg][n]1cnc2c(Cl)c(Cl)c(Cl)cc21,107,107,78,80,108,99,96,115
C=CC(=O)NCO,108,98,105,111,98,108,96,114
N#CC(c1ccccc1)N1CCOCC1 (stereo not drawn),100,104,94,98,96,95,x,96
CCCCCCCCCc1ccc(OP(Oc2ccccc2)Oc2ccc(CCCCCCCCC)cc2)cc1,93,117,99,116,119,100,115,119
CCC(C)C(=O)OC1C(O)C2C(CN3CC(C)CCC3C2(C)O)C2CC34OC5(O)C(OC(=O)C(C)(O)C(C)O)CCC3(C)C5C(OC(C)=O)C(OC(C)=O)C4C21O (stereo not drawn) (tested in a mixture with another compound),121,114,101,97,96,107,111,112
CCCN(CC(=O)O)N=O,106,93,101,92,105,99,96,106
CC(=O)O[C@H]1CC[C@H]2[C@@H]3CC=C4c5nc(-c6ccc(O)cc6)sc5CC[C@]4(C)[C@H]3CC[C@]12C,94,91,96,76,91,25,102,98
CC(=O)N(C)C1=Nc2ccc(Cl)cc2C(c2ccccc2)=NC1,111,89,97,83,98,109,95,96
Cc1ccc(OP(=O)(Oc2ccc(C)c(C)c2)Oc2ccc(C)c(C)c2)cc1C,86,65,89,71,79,63,72,81
CC(N)Cc1c[nH]c2ccc(Cl)cc12 (stereo not drawn),101,90,92,89,92,108,83,88
ClC(Cl)=C(c1ccc(Cl)cc1)c1ccccc1Cl,103,107,106,99,101,105,96,122
CC1(C)N=C(N)N=C(N)N1c1ccc(C(=O)Nc2ccc(S(=O)(=O)F)cc2)cc1,100,96,83,92,112,90,96,79
COC(=O)[C@@H](C[C@H](Cc1ccccc1)NC(=O)c1csc([C@@H](C[C@H](C(C)C)N(C)C(=O)[C@@H](NC(=O)[C@H]2CCCCN2C)C(C)C)OC(C)=O)n1)NC(=O)OCc1ccccc1,-36*[9.5 µM],12[9.5 µM],28[9.5 µM],-23*[9.5 µM],19[9.5 µM],-9.0*[9.5 µM],3.0*[9.5 µM],16[9.5 µM]
C[C@]12CC[C@H]3[C@@H](CCC4=CC(=O)CC[C@@]43CCl)[C@@H]1CC[C@@H]2O,91,105,109,78,103,95,98,96
CC1(C)N(Nc2ccccc2)C(=O)C2CCCN21 (stereo not drawn),13,15,80,14,90,14,8.3*,79
O=NNc1ccccn1,111,68,71,67,91,102,78,79

# Screening data deposited in PubChem by NCI.
